H1N1 NS1A inhibition: NS1A inhibition, H1N1 influenza, cell based functional assay (AID 504329) | inhibition, % at 12.5 µM; hits with a dose series show IC50 in µM | NS1A functional cell-based assay, percent inhibition; higher % means a stronger effect | 0.3% of 340,000 active; in the data active = a potency from the dose series; inconclusive = inhibition above about 27% without an active follow-up result; also: strong numbers were not always called active
PhoP GFP inhibition: Inhibition of PhoP regulon, Salmonella typhi GFP reporter cells, confirmation, 4 h (AID 1850); 0.33% of 310,000 active; Salmonella Typhi PhoP-promoter GFP reporter, fluorescence, 4 h; higher % means a stronger effect; inhibition, % at 50 µM, or IC50 in µM where a hit was titrated; in the data active = a potency from the dose series; inconclusive = inhibition mostly from about 25% at the one dose, without a potency; inactive = the rest, 99 in 100 with inhibition below about 19%;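 also: 0% = induced wells with vehicle and 100% = uninduced wells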
M. tuberculosis HTS: M. tuberculosis growth inhibition, HTS (AID 449762) | M. tuberculosis H37Rv growth inhibition, 7H9 media; higher % means a stronger effect | inhibition, % at 25 µM; hits with a dose series show IC50 in µM | 0.59% of 330,000 active; in the data active = a potency from the dose series; inconclusive = inhibition above about 70% without an active follow-up result;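 also: bacterial growth assessed after seven days of incubation; strong numbers were not always called active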
VEEV TC-83 Vero: inhibitors of VEEV TC-83 cytopathic effect, confirmation, Vero cells (AID 588727); Vero cells, VEEV TC-83 cytopathic effect inhibition; higher % means a stronger effect; inhibition, % at 20 µM, or IC50 in µM where a hit was titrated; 0.13% of 350,000 active; in the data active = a potency from the dose series; inconclusive = inhibition mostly from about 14% at the one dose, without a potency; inactive = the rest, 99 in 100 with inhibition below about 12%; also: strong numbers were not always called active
M. tuberculosis: growth inhibition of non-replicating M. tuberculosis (AID 488890); inhibition, % at 25 µM, or IC50 in µM where a hit was titrated; Mycobacterium tuberculosis non-replicating, growth inhibition; higher % means a stronger effect; 0.39% of 320,000 active; in the data active = a potency from the dose series; inconclusive = inhibition mostly from about 82% at the one dose, without a potency; inactive = the rest, 99 in 100 with inhibition below about 76%;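 also: plate controls were DMSO cells for no effect and high antibiotic wells for full effect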
VEEV TC-83 Vero 10K pilot screen: second read-out of VEEV TC-83 Vero, no call of its own (marks repeat the call); inhibition, %; measured here: 10K pilot screen inhibition
* marks the source's active call; other numbers are inactive results; i = inactive; ? = inconclusive; . = no result given. Compounds as they come, and some 1.5% of all compounds hit somewhere here.

SMILES	H1N1 NS1A inhibition	PhoP GFP inhibition	M. tuberculosis HTS	VEEV TC-83 Vero	M. tuberculosis	others
O=C(NCCc1cccs1)C(c1ccccc1)c1ccccc1	-9%	4%	1%	0.5%	15%
O=C1NC(c2ccccc2)Cc2ccncc21 (stereo not given)	0%	.	.	0.8%	.
NC(N)=NN=C(c1ccc(F)cc1)c1ccc(C(F)(F)F)cc1	-12%	.	.	1.0%	.
Cc1ccc(COc2ccc(C(=O)NN)cc2)cc1	-11%	11%	21%	0.6%	48%
O=C(Nc1nc(-c2cccs2)c(-c2ccccc2)s1)c1ccco1	1%	4%	-5%	8.5%	4%
Cc1ccc(C)c(Oc2cc(F)nc(N)n2)c1	18%	2%	4%	i	2%
O=C(Nc1cc(-c2nc3ncccc3o2)ccc1Cl)c1ccc([N+](=O)[O-])o1	3%	5%	-2%	3.9%	63%
COc1ccc(N2C(=O)C3CCCN3C2c2ccccc2Cl)cc1 (stereo not given)	-9%	-6%	-3%	0.6%	11%
Cn1c(=O)cc(N2CCOCC2)[nH]c1=O	-16%	-7%	4%	1.2%	-12%
O=C(COC(=O)c1ccc(F)cc1F)NC(=O)Nc1ccc2c(c1)OCCO2	-7%	.	-1%	0.6%	44%
COc1ccc(-c2nc(SCC(=O)Nc3nccs3)c(-c3ccc(Cl)cc3)[nH]2)cc1	14%	1%	4%	10%	22%	VEEV TC-83 Vero 10K pilot screen=9.2
Cc1ccc(CNC(=O)CCc2nnc(Cc3ccc(-c4ccccc4)cc3)o2)o1	-8%	6%	1%	0.6%	22%
Cc1ccc(-n2c(SCC(=O)OC(C)C)nnc2-c2ccco2)cc1	-6%	-1%	43%	2.5%	79%	VEEV TC-83 Vero 10K pilot screen=0.0
COc1c(Br)cc(Br)cc1/C=N/NC(=O)c1ccncc1	0%	-12%	?	6.0%	70%
Cc1nc(=O)c(-c2ccccc2)c(C)n1-c1ccccc1	16%	-10%	-4%	1.5%	-10%
CC1CCN(S(=O)(=O)CCNC(=O)c2ccc3c(c2)OCO3)CC1	-6%	-1%	-11%	0.8%	-8%
O=C(CSCc1ccc(Cl)cc1)Nc1ccc(-c2nnc(-c3ccccc3)o2)cc1	15%	-3%	-8%	i	0%
O=C(N/N=C/c1ccc(N2CCOCC2)c([N+](=O)[O-])c1)c1ccc(F)cc1	2%	1%	3%	7.8%	16%
CCOC(=O)c1c(N2C(=O)C3CC(C)=C(C)CC3C2=O)sc(C)c1C (stereo not given)	-33%	-4%	2%	0.9%	28%
O=C1C2C3C=CC(C4CC34)C2C(=O)N1CCCCN1CCN(c2ccc(F)cc2)CC1 (stereo not given)	3%	-1%	-2%	22%	14%
Cc1cccc(-n2c(C)cc(/C=C3/C(=N)N4C(c5ccccc5)=CSC4=NC3=O)c2C)c1	-8%	0%	?	1.2%	52%
CCC1CCCCN1C(=O)COC(=O)c1n[nH]c2ccccc12 (stereo not given)	9%	4%	-1%	4.6%	2%
O=C(CC1SC(=NC2CCCCC2)NC1=O)Nc1ccccc1 (stereo not given)	-2%	-4%	4%	i	-2%
Cc1occc1C(=O)N1CCCC(Nc2ccc(F)cc2)C1 (stereo not given)	-12%	-1%	3%	1.7%	-16%
C#CCOCCOCCOCCNc1nc(N2CCN(C(=O)Cn3cc(CC(C)O)nn3)CC2)nc(N2CCN(C(=O)[C@H](C)n3cc(CCCN=C(N)N)nn3)CC2)n1 (stereo not given in full)	.	-8%	-2%	.	-3%

Next part, overlapping the part above by five compounds.
SMILES	H1N1 NS1A inhibition	PhoP GFP inhibition	M. tuberculosis HTS	VEEV TC-83 Vero	M. tuberculosis	others
Cc1cccc(-n2c(C)cc(/C=C3/C(=N)N4C(c5ccccc5)=CSC4=NC3=O)c2C)c1	-8%	0%	?	1.2%	52%
CCC1CCCCN1C(=O)COC(=O)c1n[nH]c2ccccc12 (stereo not given)	9%	4%	-1%	4.6%	2%
O=C(CC1SC(=NC2CCCCC2)NC1=O)Nc1ccccc1 (stereo not given)	-2%	-4%	4%	i	-2%
Cc1occc1C(=O)N1CCCC(Nc2ccc(F)cc2)C1 (stereo not given)	-12%	-1%	3%	1.7%	-16%
C#CCOCCOCCOCCNc1nc(N2CCN(C(=O)Cn3cc(CC(C)O)nn3)CC2)nc(N2CCN(C(=O)[C@H](C)n3cc(CCCN=C(N)N)nn3)CC2)n1 (stereo not given in full)	.	-8%	-2%	.	-3%
COCc1ccc(C(=O)N2CCCC(CCC(=O)NCc3ccccc3F)C2)o1 (stereo not given)	11%	2%	-2%	i	1%
Cn1nnc(C(O)CNCc2ccc(Cl)cc2)n1 (stereo not given)	4%	-5%	3%	i	-3%
Cc1ccc(C(=O)NNC(=O)CCC(=O)Nc2cccc(Cl)c2C)cc1	-2%	-2%	5%	2.2%	5%
COc1ccc(CNCCS(=O)(=O)NC2CCCC2)cc1	-1%	.	.	0.9%	.
CCc1ccc(NC(=O)c2noc3c2CCC3)cc1	0%	2%	5%	0.5%	80%
O=C(COc1ccc(N2C(=O)c3ccccc3C2=O)cc1)c1ccccc1	-8%	-7%	-1%	i	-13%	VEEV TC-83 Vero 10K pilot screen=0.4
Clc1ccc(-c2csc(Nc3ccccc3)[n+]2Cc2ccco2)c(Cl)c1	-5%	.	.	5.2%	.
O=C(Nc1ccc(Cl)cc1)N1CCCC(Cn2cccc2)C1 (stereo not given)	3%	2%	8%	0.1%	46%
CC(=O)NS(=O)(=O)c1ccc(NC(=O)c2cc3c(=O)n4ccccc4nc3s2)cc1	-6%	-5%	3%	0.8%	-6%
COc1cc(NC(=O)CSc2nccc(C)n2)c(C)cc1[N+](=O)[O-]	2%	-4%	-5%	1.9%	-6%
CN(CC(=O)Nc1c(Cl)cccc1Cl)C(=O)CNC(=O)c1ccco1	-5%	.	-4%	i	-19%
Cc1cc(C)c(S(=O)(=O)Cc2ccccc2)c(Cl)n1	-19%	0%	-5%	0.1%	-14%
O=c1[nH][nH]cc1C=NCc1cccc(C(F)(F)F)c1	6%	-5%	-3%	1.6%	2%
O=C(Nc1ccc2c(c1)OCO2)c1cccc(S(=O)(=O)N2CCCC2)c1	12%	-2%	-5%	1.9%	1%
CC(=O)Nc1ccc2c(c1)CN(c1cc(C)ccc1C)CO2	12%	-8%	-1%	3.5%	-3%
Clc1ccc(-c2nnc(CNC3CC3)o2)cc1	7%	-1%	1%	0.2%	?
CC(Oc1ccccc1F)c1nnc(SCC(=O)Nc2ccc(N3CCOCC3)cc2)o1 (stereo not given)	-14%	.	-3%	0.9%	-9%
CCOC(=O)N(C)S(=O)(=O)c1ccccc1[N+](=O)[O-]	14%	4%	5%	0.3%	9%
Cc1cc2nc(C(C)(C)C)cc(N)n2n1	-5%	12%	-2%	0.5%	-3%
COc1cccc(/C=N/Nc2nnc3c(n2)[nH]c2ccccc23)c1OC	6%	1%	0%	6.1%	-6%
CC(=O)Nc1c2c(nn1-c1ccc(C)cc1C)CSC2	3%	-1%	0%	0.6%	9%
O=C(N/N=C/c1c(O)n(Cc2ccccc2)c(=O)[nH]c1=O)c1ccccc1O	13%	-1%	15%	6.9%	41%
Nc1nc(C(F)(F)F)cc(=O)n1N	9%	9%	-6%	i	-14%	VEEV TC-83 Vero 10K pilot screen=1.3
Cc1c(NC(=O)c2ccc(NS(=O)(=O)c3ccc(F)c(F)c3)cc2)c(=O)n(-c2ccccc2)n1C	-9%	.	5%	0.8%	0%
O=C1Nc2ccccc2N(O)N1c1cc(-c2ccccc2)[nH]n1	-4%	-2%	3%	1.1%	0%
Going on with the list:
SMILES	H1N1 NS1A inhibition	PhoP GFP inhibition	M. tuberculosis HTS	VEEV TC-83 Vero	M. tuberculosis	others
COc1cc(C(c2sc3nc(C)nn3c2O)N2CCN(c3ccccc3)CC2)cc(OC)c1OC (stereo not given)	-2%	9%	-13%	2.9%	4%
O=C(Cn1cnc2c(NC(=O)OCc3ccccc3)ncnc21)NCc1ccccn1	4%	.	-13%	0.2%	-7%
COc1ccccc1CNC(=O)c1ccccc1OC	-4%	7%	3%	0.1%	3%
CC(C)=CCc1c(O)ccc(C2COc3c(CC=C(C)C)c(O)cc(O)c3C2=O)c1O (stereo not given)	-8%	-1%	-16%	8.7%	-21%
Cc1cccc(NC(=O)CSc2nc(NS(=O)(=O)c3ccccc3)cc(=O)[nH]2)c1	-8%	-12%	1%	0.3%	13%
Cc1noc(C)c1C(=O)OCC(=O)NCCc1ccc(S(N)(=O)=O)cc1	-6%	.	-4%	i	-8%
CC1CC1C(=O)OCC(=O)NC(=O)NC12CC3CC(CC(C3)C1)C2 (stereo not given)	-7%	4%	4%	2.6%	25%
Cc1ccccc1-n1c(SCC(=O)N/N=C/c2c(C)nn(-c3ccccc3)c2C)nc2ccccc2c1=O	-4%	-1%	2.9µM*	7.5%	41%
COc1ccc(CCN(C)C(=S)NC(=O)c2ccc(F)cc2Cl)cc1OC	-5%	-3%	5%	0.1%	-3%
Cc1ccc(-n2c(Cn3cnc4ccccc43)nnc2SCC(=O)O)cc1	-3%	-10%	4%	3.4%	-8%
COc1ccc(/C=N/OCc2ccc(Br)cc2)c(OC)c1	3%	0%	20%	i	-2%
O=C(NNc1ccc([N+](=O)[O-])cc1[N+](=O)[O-])c1ccco1	8%	1%	1%	3.0%	33%
CN(Cc1cnccn1)Cc1ccccc1OCC(O)CN1CCc2ccccc2C1 (stereo not given)	-5%	-1%	3%	0.3%	25%
O=NN(CCCl)C(=O)NCCCl	-1%	-16%	-6%	2.0%	1%
O=c1cc(-c2cccc([N+](=O)[O-])c2)[nH][nH]1	-3%	3%	-2%	0.6%	2%
CCc1ccc(C(=O)Nc2ccc(C)c(NS(C)(=O)=O)c2)cc1	.	2%	6%	4.2%	9%
O=C(O)c1ccccc1C(=O)Nc1ccc(S(=O)(=O)Nc2nccs2)cc1	2%	9%	4%	2.2%	63%
CN1C(=O)C(C)(C)c2cc(S(=O)(=O)NCC(=O)NCc3ccccc3)ccc21	6%	0%	-14%	0.7%	-7%	VEEV TC-83 Vero 10K pilot screen=0.6
COc1cc(C(=O)N2CCN(S(=O)(=O)c3ccc(C)cc3)CC2)ccc1OCc1c(C)noc1C	9%	13%	-5%	7.5%	5%
NC(=O)c1cccnc1Oc1ccccc1	-1%	6%	2%	7.7%	-4%
O=C(c1ccccc1)c1ccc(C(=O)N2CCN(c3ccc(O)cc3)CC2)cc1	-1%	.	-4%	1.1%	45%
CC(=O)N1CCCc2cc(S(=O)(=O)Nc3ccc(C)cc3C)ccc21	-4%	-5%	7%	i	1%
CC(NS(=O)(=O)c1ccccc1)C(c1cccs1)N1CCN(c2ccccc2)CC1 (stereo not given)	10%	-6%	9%	i	28%	VEEV TC-83 Vero 10K pilot screen=0.6
COCCn1c(SCC(=O)N2CC(=O)Nc3ccccc32)nc2ccccc2c1=O	11%	5%	0%	6.8%	5%
CCOC(=O)CN1NC2(CCCCC2)NC1=S	-13%	-11%	13%	1.9%	?
Further compounds follow:
SMILES	H1N1 NS1A inhibition	PhoP GFP inhibition	M. tuberculosis HTS	VEEV TC-83 Vero	M. tuberculosis	others
O=C(Nc1nc2ccc(Oc3ccccc3)cc2s1)c1cc([N+](=O)[O-])ccc1N1CCOCC1	1%	-7%	54%	2.9%	21%
COc1ccc(C(=O)N2CCCc3ccccc32)cc1Br	-10%	0%	3%	5.0%	18%
COc1cccc2c1OC[C@@H](CO)[C@H]2N(C)C(=O)Nc1ccc(Cl)cc1Cl	-17%	-6%	-4%	i	14%
C[C@H](NC(=O)c1ccc(C(C)(C)C)cc1)C(=O)N1CCC2(CC1)NCCc1[nH]cnc12	-2%	6%	5%	i	13%
COc1ccccc1N(CC(=O)NCc1ccccc1)S(C)(=O)=O	-6%	11%	-6%	0.9%	-17%
OC(CNCCc1ccc(C(F)(F)F)cc1)COc1ccc2ccccc2c1 (stereo not given)	-13%	?	?	76%	8.3µM*
Cc1cc(C)c2nc(N3C(=O)C(O)=C(C(=O)c4ccco4)C3c3cccc(O)c3)sc2c1 (stereo not given)	-1%	.	-10%	6.8%	47%
COc1ccccc1CN1CC(C(=O)NCc2nccn2C)CCC1=O (stereo not given)	-6%	2%	8%	0.8%	-5%
Cc1nn2c(C)c(C(=O)Nc3ccccc3)cnc2c1C#N	5%	2%	-5%	0.7%	11%
COCCOC(=O)c1sc(=S)n(CCOC)c1N	-1%	-12%	3%	0.8%	9%
CCOC(=O)N1CCC(Nc2ncnc3c2cnn3-c2ccc(Cl)cc2)CC1	4%	.	.	4.4%	.
CN(C)S(=O)(=O)c1ccc(NC=C(C#N)C#N)cc1	4%	14%	-2%	1.2%	-5%
COc1ccccc1C(=O)NC(=O)COC(=O)c1nccnc1N	-3%	.	4%	1.4%	9%

Screening data: PubChem BioAssay, Southern Research Specialized Biocontainment Screening Center
